# Compound activity from PubChem BioAssay.
# EBI2 antag = EBI2 (human) antagonism | P32249 | EBI2 beta-arrestin recruitment, luminescence, 7a,25-OHC stimulated | inhibition, % at 5 µM | 360,000 compounds, 0.81% hits; in the data active = inhibition above about 38%;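 also: enzyme fragment complementation signal reports receptor beta-arrestin coupling in cells; 0% = agonist plus DMSO wells and 100% = wells without agonist; some results beyond the cut were filed as inactive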
# Target sequence (P32249 whole entry, looked up, the tested form may be a part): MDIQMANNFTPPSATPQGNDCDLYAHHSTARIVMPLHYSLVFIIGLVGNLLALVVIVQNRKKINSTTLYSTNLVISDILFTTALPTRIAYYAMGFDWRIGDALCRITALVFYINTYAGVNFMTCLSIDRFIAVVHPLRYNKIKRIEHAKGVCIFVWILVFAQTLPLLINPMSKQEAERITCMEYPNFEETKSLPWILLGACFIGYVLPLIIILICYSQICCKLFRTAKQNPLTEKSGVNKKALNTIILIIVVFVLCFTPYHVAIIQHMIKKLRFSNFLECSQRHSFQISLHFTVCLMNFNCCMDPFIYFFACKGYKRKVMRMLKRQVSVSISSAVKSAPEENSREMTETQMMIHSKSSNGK
# APJ antag = blocks the human apelin receptor APJ; inhibition, % at 20 µM; CHO-K1 APJ beta-arrestin complementation, luminescence; 330,000 compounds, 0.32% hits; P35414;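 active = inhibition above about 40% at 20 µM, limit read from the data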;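 also: cells challenged with 10 nM apelin-13 agonist together with compound; plate controls were apelin-13 plus DMSO wells for no effect and DMSO wells lacking apelin-13 for full effect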
# CCR6 antagonist = antagonists of human CCR6 receptor; P51684; CHO-K1 CCR6 PathHunter beta-arrestin, luminescence, CCL20-stimulated; inhibition, % at 20 µM; 340,000 compounds, 0.49% hits; AID 493098;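 active = compounds whose inhibition of the agonist-driven luminescence signal at 20 µM reaches about 50%, limit read from the data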;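 also: cells stimulated with CCL20 at 14 nM final; plate controls were DMSO with CCL20 for no effect and DMSO without agonist for full effect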
# ATG4B inhibitor = ATG4B (human) cysteine protease inhibition | Q9Y4P1 | ATG4B cleavage of LC3-PLA2, NBD-HPC fluorescence, 1 h | inhibition, % at 8.33 µM | 340,000 compounds, 0.51% hits; in the data active = inhibition above about 40%
# CXCR6 inh = CXCR6 (human) receptor inhibition; CHO-K1 PathHunter CXCR6 beta-arrestin, luminescence; inhibition, % at 20 µM; 360,000 compounds, 0.36% hits; AID 602244; in the data active = inhibition above about 34%, passing the limit was not always enough;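 also: antagonist mode with CXCL16 agonist at 10 nM final; 0% = 10 nM CXCL16 with DMSO and 100% = unstimulated wells without agonist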
# Target sequence (O00574 whole entry, looked up): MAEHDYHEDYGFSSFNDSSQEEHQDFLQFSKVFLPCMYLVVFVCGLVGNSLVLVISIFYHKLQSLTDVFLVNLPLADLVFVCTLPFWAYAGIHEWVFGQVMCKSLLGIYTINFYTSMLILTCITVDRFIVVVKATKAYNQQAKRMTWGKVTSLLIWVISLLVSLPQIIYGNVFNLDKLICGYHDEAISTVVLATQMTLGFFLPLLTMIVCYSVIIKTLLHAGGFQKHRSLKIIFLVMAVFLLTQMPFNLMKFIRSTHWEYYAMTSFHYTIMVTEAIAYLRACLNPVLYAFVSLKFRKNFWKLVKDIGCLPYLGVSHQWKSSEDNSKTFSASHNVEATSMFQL
# UBC13 polyUb = blocks human UBC13 polyubiquitin chain formation | TR-FRET | inhibition, % at 20 µM | AID 485273 | 330,000 compounds, 0.47% hits; in the data active = inhibition above about 45%, passing the limit was not always enough
# Target sequence (P61088 whole entry, looked up): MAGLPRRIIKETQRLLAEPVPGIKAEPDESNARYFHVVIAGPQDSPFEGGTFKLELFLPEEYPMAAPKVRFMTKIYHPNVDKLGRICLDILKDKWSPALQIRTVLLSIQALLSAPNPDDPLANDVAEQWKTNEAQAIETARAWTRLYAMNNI
# APJ agonist = activates the human apelin receptor APJ. P35414. CHO-K1 APJ PathHunter beta-arrestin, luminescence; 0% DMSO wells, 100% apelin. activation, % at 20 µM. 330,000 compounds, 0.11% hits;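 active = activation more than six SD over the plate average, tested at 20 µM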;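 also: 0% = DMSO alone and 100% = apelin-13 at 10 nM; some results filed as inactive read as strong as hits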
#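 Assay system: CHO-K1 cells stably expressing ProLink-tagged human APJ and arrestin–beta-gal acceptor. Compound dosing: 20 µM single point, 1% DMSO. Times: 16-18 h seeding, 90 min dark compound exposure, 60 min detection. Detection: beta-gal luminescence. Evaluation: APJ–arrestin association signal. Controls: negative DMSO alone, positive Apelin-13 at 10 nM.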
# Gli-Sufu block = antagonists of Gli-Sufu signaling | inhibition, % at 5 µM | 340,000 compounds, 0.74% hits | Sufu-KO-LIGHT fibroblasts, Gli luciferase reporter luminescence;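 active = inhibition above about 55%, limit read from the data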;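 also: 0% = DMSO-treated cells and 100% = wells with medium but no cells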
# Numbers without * were called inactive; . = not tested or not shown.
SMILES,EBI2 antag,APJ antag,CCR6 antagonist,ATG4B inhibitor,CXCR6 inh,UBC13 polyUb,APJ agonist,Gli-Sufu block
CC(C)C(OC(=O)CN1C(=O)COc2ccccc21)C(=O)NC1CCCC1 (configuration not stated),-6,-2,19,6,5,-18,-5,2
CC(=O)NCC(=O)OCC(=O)c1ccc(C)c(C)c1,-7,-10,-9,-1,5,-3,1,-2
CN(Cc1ccccc1)S(=O)(=O)c1cn(C)cn1,-6,6,11,1,-7,-6,-5,6
COC(=O)CNC(=O)c1cccc(F)c1,-5,8,8,10,6,2,-7,-10
c1ccc(-c2cn3nc(-c4ccccc4)sc3n2)cc1,-10,2,11,-4,4,7,-2,16
CC1CC2(CCCCC2)Nc2ccc3ccccc3c21 (configuration not stated),3,9,6,-5,-1,4,-5,-12
Cn1c(SCC(=O)N/N=C/C=C/c2ccccc2[N+](=O)[O-])nc2ccccc21,-2,-2,2,26,1,4,2,9
O=C(O)C1C2CCC(O2)C1C(=O)NCc1ccccc1Br (configuration not stated),-4,8,-2,3,5,2,-2,4
NC(=O)CSc1nnc(-c2ccoc2)o1,1,-11,-6,-14,2,3,4,0
COc1ccccc1NC(=O)c1ccc(-c2ccc(Br)cc2)o1,8,3,12,-5,-3,14,-2,-11
CC(=O)NC(Cc1ccc(C(C)C)cc1)C(=O)NC1CCN(c2nc(C)cc(C)n2)CC1 (configuration not stated),-4,15,10,-5,-5,2,1,0
COc1ccc(Oc2nc(C)cc(C)c2S(C)(=O)=O)cc1,-10,-19,-9,-7,1,-10,2,-3
Cc1cccc(NC(=S)N2CCN(S(=O)(=O)c3cccc(F)c3)CC2)c1,4,-11,2,1,-10,-2,-3,-11
O=C(COC(=O)/C=C/c1cccs1)Nc1cccc(S(=O)(=O)N2CCOCC2)c1,5,-8,1,-7,-2,-16,-2,-25
CSC(=S)N/N=C/c1ccccc1,-13,0,9,-4,-6,14,-7,0
O=C(Nc1ccc(Cl)cc1C(F)(F)F)c1ccccc1Cl,-4,-5,-3,13,5,4,-2,-5
O=C1CCCCCN1CSc1nc2ccccc2s1,3,-15,-7,8,0,-6,-3,2
COc1ccccc1OCc1ccc(C(=O)N2CCN3CCCC3C2)cc1 (configuration not stated),8,17,3,-3,5,11,0,-23
O=C(C[C@H]1C[C@H](C(=O)N2CCOCC2)[C@@]2(CCC3CCCC3)c3[nH]c4ccc(Cl)cc4c3CCN2C1=O)NCCCn1ccnc1,-2,.,2,-13,5,.,.,5
Nc1ccc(O)c2c(=O)cc(-c3ccccc3Cl)oc12,10,9,17,12,-1,23,1,-132
N#Cc1ccccc1OCC(=O)OCC(=O)c1ccc2c(c1)NC(=O)CO2,-3,6,3,-8,-3,1,-2,2
Nc1c(-c2ccccc2)sc2ccc3ccccc3[n+]12,-3,20,15,-3,-1,-14,-2,5
Cc1cc(C)c2nc(N3CCCC(C(=O)N4CCN(c5ncccn5)CC4)C3)sc2c1 (configuration not stated),-2,-1,-16,-27,-2,5,1,-1
CC(C)[C@H](CN1CCC[C@H]1CN1C(N)=NC[C@@H]1Cc1ccccc1)N1C[C@@H](Cc2ccccc2)N(CCc2ccc(Cl)c(Cl)c2)C1=N,0,35,-1,1,-7,75*,-6,5
Cc1cccc(C(=O)Oc2coc(CSc3nnc(NC(=O)C4CC4)s3)cc2=O)c1,3,-7,-10,-3,5,16,-3,-21
Brc1cccc(-c2nnc3sc(CNCc4ccco4)cn23)c1,-2,-54,8,-6,-5,1,2,-1
CC(Oc1ccccc1)C(=O)N1CCN(c2ncccn2)CC1 (configuration not stated),7,22,0,-8,9,7,-4,-6
C(=C\c1nc2ccccc2[nH]1)/c1ccccc1,21,-27,-23,-3,-7,-13,5,-141
O=C(Nc1cc(Cl)ccc1O)C1CC(c2ccccc2O)=NO1 (configuration not stated),8,-17,-3,0,0,0,-1,20
Cc1cc(N2C(=O)C(O)=C(C(=O)c3ccc(C)o3)C2c2cccs2)no1 (configuration not stated),-4,-6,7,-2,8,-10,-3,22
Cc1c(NC(=O)Nc2cccc(C#N)c2)c(=O)n(-c2ccccc2)n1C,9,1,3,4,4,-2,-2,-2
CCN(CC)c1cc(C)c2cc(NC(=O)c3ccccc3F)ccc2n1,12,-21,15,14,-4,-2,-5,-6
C[C@H]1CN=C(N(C)C)N1CCc1ccccc1,-3,7,2,-14,-24,2,-2,-6
COC(=O)C1=C(C)N(CCCC(=O)O)C(=O)NC1c1ccccc1Cl (configuration not stated),-20,-4,12,-1,-5,0,1,-6
CCOC(=O)C1=C(COC(=O)c2c(OC)cccc2OC)NC(=O)NC1C (configuration not stated),-4,-11,14,3,-1,-1,0,-7
Cc1nnc(SCC(=O)c2c(N)n(C)c(=O)n(C)c2=O)n1Cc1ccccc1,-9,-37,2,1,3,-3,6,.
COc1ccc(N2C(=NC(=O)C3CC3)SC3CS(=O)(=O)CC32)cc1Cl (configuration not stated),5,13,-1,-14,2,9,-4,4
CCOC(=O)c1sc(NC(=O)CN2CCN(c3ccc(OC)cc3)CC2)nc1C,-8,-10,6,3,3,-3,-1,3
CCCSC1=C(C#N)C(c2cc(OC)ccc2OC)CC(=O)N1 (configuration not stated),-2,6,9,3,1,6,-2,.
COc1cc(-c2nnn(CC#N)n2)ccc1OCc1ccccc1,-3,1,3,0,-3,8,4,-44
COc1ccc(Br)cc1CN(C)C(C)C(=O)Nc1cccc(C(C)=O)c1 (configuration not stated),20,-1,18,-12,-2,0,-4,13
O=[N+]([O-])c1ccc(NN=CCCc2ccccc2)nc1,2,.,22,0,11,.,.,-19
COc1ccc(C2=NN3C(C2)c2ccccc2OC32C(=O)N(C)c3ccccc32)cc1 (configuration not stated),16,-10,25,-8,2,-15,0,0
CN(CC(=O)Nc1ccccc1Cl)C(=O)CCNC(=O)Nc1ccccc1,12,2,-1,-47,-5,12,-1,0
O=C(O)c1nn(CCSc2ccccc2F)c(=O)c2ccccc12,7,3,23,-3,3,-5,-3,2
Cc1cccc(NC(=O)COc2ccc(Br)cc2C)n1,2,-16,2,-3,2,-3,-4,7
CCn1c(SCc2nc3scc(-c4ccccc4)c3c(=O)[nH]2)nnc1-c1cccs1,-11,-28,-6,12,-6,-5,-2,-2
CCOCCCNCc1ccc(Cl)cc1,2,4,14,6,5,2,-3,1
COc1cc(OC)cc(C(=O)NN2CCCCC2)c1,-5,-11,-2,4,-3,14,0,6
CCC1(CC)NC(=O)N(CC(=O)OCC(=O)NC(=O)c2ccccc2OC)C1=O,-9,16,4,-8,-1,16,5,-7
C=CCn1c(SCC(=O)c2[nH]c(C)c(C(C)=O)c2C)nnc1-c1ccncc1,1,-11,10,3,-4,-3,0,5
O=C1CCCCC1(O)Cc1ccc2c(c1)OCO2 (configuration not stated),-7,.,0,-7,8,.,.,3
O=c1[nH]cnc2[nH]ncc12,-7,0,2,-2,-2,4,-6,4
COc1cc2c(cc1OC)CN(C(=O)CSc1nc3[nH]ncc3c(=O)n1-c1ccccc1)CC2,.,8,23,-6,.,6,-3,10
CCc1ccc(OCC(=O)NC(=S)Nc2ccc(Br)c(C)n2)cc1,-10,-12,1,5,-4,-13,-4,-5
Cc1cccc(NS(=O)(=O)c2cccc([N+](=O)[O-])c2)n1,-14,-9,-5,3,0,-2,-3,-8
CN1C(=O)Cc2cc(S(=O)(=O)N3CCN(c4cccc(C(F)(F)F)c4)CC3)ccc21,0,-40,12,9,1,-4,0,7
CCOc1cc(N2CCOCC2)c(OCC)cc1NC(=O)CN1C(=O)N(C)C2(CCCCC2)C1=O,-8,2,-1,-17,6,-7,-3,3
COc1ccc(/C=C(\NC(=O)c2ccco2)C(=O)NCCc2nc3ccccc3[nH]2)cc1,2,-28,3,-1,-29,0,-3,2
C=C1CSc2nc(=O)c3c(C)c(C)sc3n21,-14,.,-2,4,-8,.,.,-5

# Entries of single compounds, quoted from the list. Values in the order: EBI2 antag	APJ antag	CCR6 antagonist	ATG4B inhibitor	CXCR6 inh	UBC13 polyUb	APJ agonist	Gli-Sufu block
# Cc1cccc(NS(=O)(=O)c2cccc([N+](=O)[O-])c2)n1 across the screens: -14	-9	-5	3	0	-2	-3	-8
# C=CCn1c(SCC(=O)c2[nH]c(C)c(C(C)=O)c2C)nnc1-c1ccncc1 across the screens: 1	-11	10	3	-4	-3	0	5
# CCc1ccc(OCC(=O)NC(=S)Nc2ccc(Br)c(C)n2)cc1 across the screens: -10	-12	1	5	-4	-13	-4	-5
# COc1ccc(Br)cc1CN(C)C(C)C(=O)Nc1cccc(C(C)=O)c1 (configuration not stated) across the screens: 20	-1	18	-12	-2	0	-4	13
# CN(CC(=O)Nc1ccccc1Cl)C(=O)CCNC(=O)Nc1ccccc1 across the screens: 12	2	-1	-47	-5	12	-1	0

# The list goes on.
SMILES,EBI2 antag,APJ antag,CCR6 antagonist,ATG4B inhibitor,CXCR6 inh,UBC13 polyUb,APJ agonist,Gli-Sufu block
O=S(=O)(Nc1ccccc1C(F)(F)F)c1ccc(-c2ccccn2)s1,3,.,2,-15,1,.,.,7
COc1ccc(CNc2nc(NCc3ccc(OC)cc3)n(C(=O)c3ccncc3)n2)cc1,2,-8,4,-4,10,-1,-1,-2
c1ccc(C2(CN3CCNC[C@@H]3CC3CCCCC3)CC2)cc1,1,10,13,-4,6,28,-3,3
CCC(C)N1CCN(S(=O)(=O)c2ccc3ccccc3c2)CC1 (configuration not stated),-5,-1,-7,3,3,6,-3,1
CC1CCN(C(=O)CCNS(=O)(=O)c2ccc3c(c2)oc(=O)n3C)CC1,-10,30,15,0,-4,-5,2,2
Cc1ccc(NC(=O)c2ccc(NCCCN3CCC(C)CC3)c([N+](=O)[O-])c2)cc1F,-5,-22,1,1,9,-4,-2,9
CC(C)c1ccccc1NC1=CC(=O)CC(C)(C)C1,-15,5,11,-5,-3,-4,-2,0
CCOC(=O)C1(Cc2ccc(OC)cc2)CCN(C(=O)CCn2cccn2)CC1,2,13,3,1,-11,-4,-5,2
Cc1ccc(S(=O)(=O)N2CCOCC2)cc1NC(=O)c1cccc(S(=O)(=O)N2CCCC2)c1,0,-18,19,-4,-2,-9,1,0
Cc1ccc(S(=O)(=O)N2CCOCC2)c(C)c1-n1cnnn1,-10,13,-5,1,-3,4,2,-2
CCC(=O)Nc1nnc(SCC(=O)NCc2ccc3c(c2)OCO3)s1,6,8,10,5,11,1,-3,-13
COc1cccc(/C=N/NC(=O)NC2CCCCC2)c1O,-1,-2,-7,0,2,28,2,7
Cc1ccn2c(C(=O)N/N=C\c3cccs3)c(C)nc2c1,-8,19,2,8,-4,-13,-3,1
CCOc1ccccc1N1CCN(C(=O)c2c(Cl)cnn2C)CC1,-3,-14,3,8,-10,-11,3,6
CCn1cc(Cl)c(C(=O)Nc2ccc3c(c2)OCCO3)n1,-9,-2,3,-6,-4,3,5,-66
O=C(NC(NC(=S)Nc1c(Cl)cccc1Cl)C(Cl)(Cl)Cl)OCc1ccccc1 (configuration not stated),9,-10,32,29,-6,-16,0,13
COc1ccccc1NS(=O)(=O)c1cc(NC(=O)c2ccc(Cl)nc2)ccc1Cl,-4,10,4,-13,-22,-5,0,21
O=C(CSc1ccc(Br)cc1)NC1CCS(=O)(=O)C1 (configuration not stated),12,11,-1,-12,-4,-8,2,-13
C=CCN1CCN(C(=O)c2ccc(-c3ccccc3)cc2)CC1,77*,-11,5,-4,-5,-8,-2,-11
CC(=O)C1=C(O)C(=O)N(c2ccc(Br)cn2)C1c1ccccc1F (configuration not stated),5,2,-6,-12,-1,1,-2,-1
O=C(O)/C=C/C(=O)OC1CC2CCC1C2 (configuration not stated),0,-14,6,-4,1,-3,-1,-1

# A different layout for some results above:
Molecule	EBI2 antag	APJ antag	CCR6 antagonist	ATG4B inhibitor	CXCR6 inh	UBC13 polyUb	APJ agonist	Gli-Sufu block
COc1cccc(/C=N/NC(=O)NC2CCCCC2)c1O	-1	-2	-7	0	2	28	2	7
Cc1ccn2c(C(=O)N/N=C\c3cccs3)c(C)nc2c1	-8	19	2	8	-4	-13	-3	1
